HepG2 viability – kills HepG2 cells in TGF-b inhibitor counter-screen; HepG2 CAGA-GFP viability, ATP luminescence, 18 h; AID 588856; 0.76% of 410,000 active; Potency, µM (titrated, usually from 46.1 µM), for the others: at the highest dose activity change, negative = cytotoxicity, hits mostly cytotoxic; further: potency means the concentration at half of the fitted maximal effect; some results filed as inactive show a strong effect at the top dose
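HepG2 CAGA-GFP cells (1000/well, DMEM with 1% FBS) received compound, then TGF-beta at 500 pg/mL final, and were incubated 18 hours at 37 degrees C. Viability was read by CellTiter-Glo luminescence. Media-only wells were set as complete cell-killing and DMSO as no toxicity.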
Nrf2 ARE act – activates Nrf2 signaling | AREc32 ARE-luciferase reporter (MCF7-derived line), luminescence, 24 h | Potency, µM (series often up to 46.1 µM), for inactives: at the top dose activation, most hits filed as activators | 0.31% of 410,000 active | AID 624171; further: potency means the concentration at half of the fitted maximal effect; % of control where 0% means no effect; nearly all actives have a fitted effect of over 65% in size
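ARE-driven firefly luciferase activity in AREc32 cells measured after a 24 hr compound exposure at 37 deg C, using Steady-Glo reagent and a 30 min room-temperature hold.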
ATXN2 expr inh – reduces ATXN2 reporter expression in HEK-293 cells; HEK-293 ATXN2-luciferase reporter, luminescence, 24 h; Potency, µM (highest dose often 57 µM), for the others: at the highest dose activity change, negative = inhibition, hits mostly inhibitors; 0.72% of 360,000 active; AID 1745845; further: potency means the concentration at half of the fitted maximal effect; on the % scale 0 is the no-effect control and ±100 the full control effect; nearly all actives have a fitted effect of over 55% in size
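qHTS (up to 57 uM final) was run with 24 h compound exposure of reporter cells at 37 °C. Each well was multiplexed: SteadyGlo luminescence measured ATXN2-luciferase expression after a fluorogenic Gly-Phe-AFC viability readout (25 uM final).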
ATXN viability – cell viability loss in ATXN counter-screen; 0.49% of 400,000 active; S2 cells (HEK-293 line with an ATXN2-luciferase reporter) viability, CellTiter-Fluor protease fluorescence, 24 h; Potency, µM (top dose mostly 56.7 µM), actives largely listed as cytotoxic; AID 651635; further: potency means the concentration at half of the fitted maximal effect; nearly all actives have a fitted effect of over 40% in size
IL-1B inflam inh – blocks inflammasome-driven IL-1 beta release | THP-1 LPS/ATP IL-1B secretion, AlphaLISA, 16 h; hits give low values | activity change, % at 57.5 µM | 4.7% of 360,000 active | AID 743279; in the data active means activity change below about -50%; inconclusive means mostly about -30% to -49%; further: on the % scale 0 is the no-effect control and ±100 the full control effect
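Secreted IL-1B measured by AlphaLISA bead assay after 16 h compound exposure of THP-1 cells; compounds (final up to 57.5 uM) added 1 h before LPS (250 ng/mL) and ATP (1.25 mM) stimulation; lower signal means less secretion.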
TGFb inhibitor – inhibitors of TGF-b signaling. HepG2 CAGA-GFP TGF-b/SMAD3 reporter, GFP fluorescence, 18 h; TGF-beta stimulated, 500 pg/mL final. Potency, µM (highest dose often 46.1 µM), for inactives: at the top dose activity, negative = inhibition, actives largely listed as inhibitors. 1.2% of 410,000 active; further: potency means the concentration at half of the fitted maximal effect; on the % scale 0 is the no-effect control and ±100 the full control effect; nearly all actives have a fitted effect of over 65% in size
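TGF-beta reporter screen: HEPG2 CAGA-GFP, 1% FBS, 500 pg/mL TGF-beta final, 18 h; per-cell GFP summed per well; curves fitted and categorized by class.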
Nrf2 inh – inhibitors of Nrf2 signaling; A549 ARE-Fluc reporter, luciferase luminescence, 18-24 h; Potency, µM (titrated, usually from 46 µM), inactives show top-dose activity change, negative = inhibition, actives largely listed as inhibitors; 2.1% of 360,000 active; further: potency means the concentration at half of the fitted maximal effect; on the % scale 0 is the no-effect control and ±100 the full control effect; nearly all actives have a fitted effect of over 60% in size
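Nrf2 function is reported as luminescence of an ARE-controlled luciferase in A549 cells. Compounds were tested at several concentrations, and a CellTiter-Fluor read on the same wells flagged cytotoxicity.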
A549 viability – counter-screen for Nrf2 inhibitors: cytotoxicity in A549 cells; Potency, µM (top dose mostly 46 µM), inactives show at the top dose activity change, negative = cytotoxicity, usual class: inhibitors; 0.16% of 390,000 active; AID 504648; A549 ARE-Fluc cells, CellTiter-Fluor viability, 18-24 h; further: potency means the concentration at half of the fitted maximal effect; on the % scale 0 is the no-effect control and ±100 the full control effect
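A549 ARE_Fluc cells in 5% FBS OPTI-MEM were exposed to compounds in concentration-response for 18-24 h at 37 deg C. Viability was read by CellTiter-Fluor fluorescence (Ex 405/Em 525) after 30 min, before the luciferase read.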
MCF10A rerep – inducers of DNA re-replication in MCF 10A breast cells | MCF 10A DNA re-replication, Hoechst nuclear intensity, 48 h | Potency, µM (titrated, usually from 46.1 µM), inactives show at the highest dose activity, positive = re-replication, usual class: activators | 2.9% of 350,000 active | AID 624296; further: potency means the concentration at half of the fitted maximal effect; % of control where 0% means no effect; nearly all actives have a fitted effect of over 50% in size
Starred values were filed as active, the others as inactive; i = inactive; ? = inconclusive; / = not tested or not shown; [ ] = dose if it differs, or a comment. Unless noted, the call rests on the fitted dose curve; in most records, active means well fitted curve in the direction sought with a large enough effect; inconclusive means small, poorly fitted or top-dose-only effect, or another doubt; inactive means no such curve, though single readings can be large; an effect the other way counts as inactive or inconclusive. Compounds were not picked by outcome (roughly 8.8% active in at least one column).

SMILES | HepG2 viability | Nrf2 ARE act | ATXN2 expr inh | ATXN viability | IL-1B inflam inh | TGFb inhibitor | Nrf2 inh | A549 viability | MCF10A rerep
CCN1CCCC1CNC(=O)c1ccc(N2CCCC2=O)cc1 (stereo unspecified) | -15% | 0.3% | -2% | i | 10 | -16% | 4% | 23% | 11%
COC(=O)c1[nH]c2ccccc2c1NC(=O)CN1CCN(C/C=C/c2ccccc2)CC1 | -35% | 8.7% | ? | ? | -76* | ? | ? | -18% | 9%
Cc1ccc(NC(=O)c2c(C)nc3ccccn23)cc1C | -6% | 3.4% | 65%[activator] | i | -19 | -2% | ? | -2% | 0%
CC(C)C(NC(=O)c1ccc(C(C)(C)C)cc1)C(=O)NC1=NCCS1 (stereo unspecified) | -9% | -0.3% | -36% | ? | 0 | 3% | -16% | -3% | 10%
C[C@H](CO)N1C[C@H](C)[C@@H](CN(C)C(=O)Nc2ccccc2)Oc2ccc(NS(=O)(=O)c3ccccc3)cc2C1=O | 19% | -0.9% | 5% | i | -3 | 15% | -14% | -1% | 20%
CCOC(=O)c1cc(S(=O)(=O)Nc2c(C)cc(C)cc2C)[nH]n1 | -31% | 2.6% | -4% | i | / | ? | / | 5% | /
O=C(Nc1ccc(F)c(F)c1)C1CCCN1S(=O)(=O)c1ccc(F)cc1 (stereo unspecified) | -2% | 0.1% | -1% | i | 43 | -6% | -13% | -1% | 13%
CCCCNC(=O)C(=O)N/N=C/c1cccc(Br)c1 | -13% | -0.2% | -3% | i | -6 | -17% | 11% | 7% | -2%
S=C(NCCc1ccccc1)N1CCn2cccc2C1c1cccnc1 (stereo unspecified) | 0% | 4.0% | 7% | i | -66* | 0% | -23% | -8% | -1%
Cc1ccc(C2CC(=O)c3cnc(N4CCc5ccccc5C4)nc3C2)cc1 (stereo unspecified) | -5% | -1.4% | -1% | i | 15 | 23% | 1% | 2% | 17%
CC1CN(c2cc3nccnc3cc2F)CC(C)O1 (stereo unspecified) | 0% | 0.1% | -14% | i | -14 | 14% | -11% | -1% | -1%
COc1ccc(S(=O)(=O)Oc2cc(C(=S)N3CCOCC3)ccc2OC)cc1 | 6% | 0.3% | 5% | i | -2 | ? | 9% | 0% | 0%
COc1ccc2c(COC(=O)[C@H](C)NS(=O)(=O)c3ccccc3F)cc(=O)oc2c1 | 8% | -0.7% | 1% | ? | ? | -2% | 13% | 0% | 2%
O=C(O)CSc1cnc2ccccc2n1 | 1% | 0.2% | 20% | i | 45 | 0% | ? | -2% | 4%
CC1CCCCC1NC(=O)CSc1ccsc1[N+](=O)[O-] (stereo unspecified) | 9% | 4.1% | 4% | i | ? | -28% | 5% | -4% | 28%
COc1ccc(CCNC(=O)C(C(=O)c2ccccc2)n2cc(Cl)ccc2=O)cc1OC (stereo unspecified) | 0% | 0.4% | 6% | ? | 9 | ? | -1% | -1% | -3%
CCc1ccc(-n2c(C)nc3cc(C(=O)NCCc4ccccc4)ccc32)cc1 | -48% | -0.1% | ? | ? | / | ? | / | 2% | /
COc1ccc(NS(=O)(=O)c2ccc3[nH]c4c(c3c2)CCCCC4)cc1 | -59% | -0.5% | ? | ? | / | ? | 16µM* | ? | /
CC(C)CN1CCNC(=O)C1CC(=O)NCCCN1CCCc2ccccc21 (stereo unspecified) | 2% | 0.1% | / | i | 14 | -2% | -6% | -10% | 0%
COc1ccc(Cl)cc1NC(=O)C1CCCN(c2ncnc3onc(C)c23)C1 (stereo unspecified) | -22% | 5.7% | ? | i | / | ? | ? | -2% | /
CCCCOC(=O)CCCc1ccc([N+](=O)[O-])cc1[N+](=O)[O-] | 0% | 0.9% | / | i | 18 | 0% | 8% | 16% | 2%
COc1ccc(C(=O)COC(=O)CCNS(=O)(=O)c2ccc(NC(C)=O)cc2)c(OC)c1 | -29% | -0.8% | -1% | ? | 9 | 0% | -7% | -1% | 2%
Cc1nc2c3ccccc3nc(NNC(=O)CCC(=O)N3CCC(C)CC3)n2n1 | -22% | 0.4% | / | i | 1 | -2% | 16% | 5% | -3%
CS(=O)(=O)N(CC(=O)N1CCCC1)c1ccccc1Br | 2% | -0.5% | 17% | i | 19 | 19% | 9% | -1% | -2%
COC(=O)c1[nH]c2ccc(C)cc2c1NC(=O)CN1CCCc2ccccc21 | -31% | 3.2% | 26% | i | -15 | ? | -12% | -14% | ?
CCN(C(=O)c1cnc(N2CCOCC2)c2ccccc12)c1cc(C)ccc1C | -23% | -1.1% | / | / | / | ? | / | -7% | /
Cc1ccc(OCC(=O)N/N=C/c2ccccc2)c([N+](=O)[O-])c1 | 1% | 4.3% | 10% | i | 0 | -23% | 4% | -4% | ?
COC(=O)c1cc(-c2ccc(Br)cc2)c2c(=O)n(C)c(=O)n(C)c2n1 | 12% | -0.6% | / | / | 21 | 11% | -15% | -3% | 1%
COc1cc2c(-c3cccc(Cl)c3)nc3c(c(C)nn3-c3ccccc3)c2cc1OC | -10% | -0.1% | 5% | i | / | -19% | 11% | 2% | /
COc1ccc(-c2nc(CS(=O)CC(=O)NCc3ccco3)c(C)o2)cc1 (stereo unspecified) | -3% | 5.2% | 1% | i | -6 | -2% | ? | -2% | 15%
C[C@H]1CN([C@@H](C)CO)C(=O)CCCn2cc(nn2)CO[C@@H]1CN(C)S(=O)(=O)c1ccc(Oc2ccccc2)nc1 | -27% | -1.5% | 8% | i | 0 | 23% | / | / | /
CCC(C)NC(=O)C1(O)c2ccccc2NC(=O)N1c1ccc(C)c(C)c1 (stereo unspecified) | 9% | -0.2% | / | i | 12 | -2% | 0% | -6% | -3%
O=S(=O)(c1ccc(Cl)cc1)c1nnn2c1nc(NCc1cccs1)c1sccc12 | -2% | -0.8% | / | / | / | 40%[activator] | -5% | 3% | /
COC(=O)C1=C(CS(=O)(=O)c2cc(Cl)ccc2OC)NC(=O)NC1c1ccc(O)c(OC)c1 (stereo unspecified) | 2% | 0.0% | 0% | i | 29 | -4% | 9% | -15% | -1%
CC(=O)Nc1ccc(S(=O)(=O)Nc2ccccc2N2CCOCC2)cc1Cl | -46% | -1.2% | -9% | i | 0 | -17% | -20% | -4% | 2%
CC(C)N=Cc1c(O)[nH]c2ccccc12 | -1% | -0.7% | -12% | i | 9 | 0% | / | 2% | -14%
Cc1cc(=O)[nH]c(SCC(=O)Nc2ccc(Br)cc2)c1C#N | -14% | 4.7% | 11% | i | 37 | ? | -14% | -3% | ?
F[B-](F)(F)COc1ccccc1 | -32% | 2.0% | -5% | i | -12 | 19% | -15% | 0% | 2%
O=[N+]([O-])c1ccc2c(c1)c1ccccc1n2CCO | -1% | 7.4% | -6% | / | / | -7% | -5% | -9% | ?
CC(C)CCN(C(=O)CNC(=O)c1cccs1)C(C(=O)NC1CCCCC1)c1cccnc1 (stereo unspecified) | -13% | -0.4% | -2% | i | -10 | -11% | 16% | -12% | ?
CN(C)S(=O)(=O)c1ccc(N2CCCC2)c(C(=O)N2CCN(S(=O)(=O)c3ccc(F)c(F)c3)CC2)c1 | -9% | -0.2% | 11% | i | 9 | -8% | -1% | 5% | -7%
CCOCCCNC(=S)Nc1cc(OCC)c(NC(=O)c2ccco2)cc1OCC | -16% | -0.4% | -22% | i | 8 | -6% | 11% | 4% | -5%
O=C(O)/C(=C\c1cccc([N+](=O)[O-])c1)c1ccc(S(=O)(=O)N2CCCCC2)s1 | 0% | 0.0% | -11% | i | 12 | -3% | -27% | 2% | -1%
CC(/C=C1\SC(=S)N(C(C(=O)O)C(C)C)C1=O)=C\c1ccccc1 (stereo unspecified) | -29% | 5.0% | 0% | ? | 2 | -30% | ? | ? | 17%
COc1ccc(NS(=O)(=O)c2ccc(NC(C)=O)cc2)nn1 | 5% | 0.2% | -2% | i | 11 | -9% | -5% | -14% | 0%
COc1cc(Cn2cnnn2)ccc1O | -27% | -0.8% | 1% | i | -13 | 0% | -6% | -1% | -19%
CC(=O)c1ccc(NS(=O)(=O)c2ccc3c(c2)CCC(=O)N3)cc1 | 5% | 0.3% | 3% | i | 7 | 16% | 4% | 2% | 6%
Cc1cc(C)n2nc3nc(N4CCCC4)nc(-c4ccccc4)c3c2n1 | -22% | 0.7% | -6% | i | -23 | ? | / | -4% | ?
CCN(CC(=O)Nc1ccc(NC(C)=O)cc1)C(=O)c1cc(C)on1 | 4% | -0.3% | 6% | i | 15 | -1% | 10% | -7% | 0%
CN(CCc1ccccc1)C(=O)c1ccc(NC(=O)Cc2ccc(NC(=O)C3CCN(S(=O)(=O)c4cccc([N+](=O)[O-])c4)CC3)cc2)cc1 | -9% | 0.7% | -6% | i | 37 | -17% | ? | 10% | -12%
COc1ccc(NC(=O)CSc2ccc3nnc(-c4ccccn4)n3n2)cc1OC | -7% | -1.0% | -1% | i | 9 | 0% | 4% | -6% | 0%

Shown as a markdown table: entries from further up.
| Compound | HepG2 viability | Nrf2 ARE act | ATXN2 expr inh | ATXN viability | IL-1B inflam inh | TGFb inhibitor | Nrf2 inh | A549 viability | MCF10A rerep |
| --- | --- | --- | --- | --- | --- | --- | --- | --- | --- |
| COc1cc(Cn2cnnn2)ccc1O | -27% | -0.8% | 1% | i | -13 | 0% | -6% | -1% | -19% |
| CC(=O)c1ccc(NS(=O)(=O)c2ccc3c(c2)CCC(=O)N3)cc1 | 5% | 0.3% | 3% | i | 7 | 16% | 4% | 2% | 6% |
| Cc1cc(C)n2nc3nc(N4CCCC4)nc(-c4ccccc4)c3c2n1 | -22% | 0.7% | -6% | i | -23 | ? | / | -4% | ? |
| CCN(CC(=O)Nc1ccc(NC(C)=O)cc1)C(=O)c1cc(C)on1 | 4% | -0.3% | 6% | i | 15 | -1% | 10% | -7% | 0% |
| CN(CCc1ccccc1)C(=O)c1ccc(NC(=O)Cc2ccc(NC(=O)C3CCN(S(=O)(=O)c4cccc([N+](=O)[O-])c4)CC3)cc2)cc1 | -9% | 0.7% | -6% | i | 37 | -17% | ? | 10% | -12% |
